LYPLA1 inh = LYPLA1 inhibitors, primary screen, counter-screen for PME1 inhibitor project, biochemical, fluorescence polarization, FP-Rh probe ABPP. Acyl-protein thioesterase 1 (Homo sapiens), O75608. AID 2174, 2009. recombinant LYPLA1. inhibition, % at 5.9 µM. hit rate 0.16% among 320,000;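 active means inhibition above the mean of all tested compounds plus 3 SD, set per campaign, cut at about 14% in these data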;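 further: inhibitors block serine hydrolase probe labeling of LYPLA1 so polarization falls; 0% = enzyme with DMSO and 100% = wells lacking LYPLA1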
PAFAH2 FP inh = PAFAH2 enzyme inhibitors, primary screen, biochemical, fluorescence polarization, human; Platelet-activating factor acetylhydrolase 2, cytoplasmic (Homo sapiens), Q99487; inhibition, % at 3.39 µM; recombinant PAFAH2, FP-rhodamine activity probe; hit rate 0.99% among 340,000;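 active means inhibition above the mean over all tested compounds plus 3 SD, cut at about 30% in these data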;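 further: inhibitors block probe labeling of enzyme so polarization drops; 0% = enzyme with DMSO and 100% = wells lacking PAFAH2 protein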
LYPLA2 inh = LYPLA2 inhibitors, primary screen, counter-screen for PME1 inhibitor project, biochemical, fluorescence polarization, FP-Rh probe ABPP; Acyl-protein thioesterase 2 (Homo sapiens), O95372; recombinant LYPLA2; inhibition, % at 5.9 µM; hit rate 0.38% among 320,000; AID 2177, 2009;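 active means inhibition above the screen-wide mean plus 3 SD, limit set per campaign, cut at about 26% in these data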;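 further: 0% = LYPLA2 with DMSO and 100% = wells lacking LYPLA2 enzyme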
GSTO1 inh = inhibitors of recombinant GSTO1, primary screen, counter-screen for RBBP9 inhibitor project, biochemical, fluorescence polarization | Glutathione S-transferase omega-1 (Homo sapiens), P78417 | activity-based probe fluorescence polarization | inhibition, % at 5.96 µM | hit rate 1.1% among 300,000;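 active means inhibition above the campaign mean inhibition plus 3 SD, cut at about 35% in these data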;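 further: 0% = GSTO1-1 with DMSO and 100% = wells lacking GSTO1-1 enzyme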
EBNA-1 inhibitor = EBNA-1 DNA-binding inhibitors, primary screen, biochemical, fluorescence polarization. inhibition, % at 14.8 µM. hit rate 0.34% among 300,000. AID 1950, 2009; in the data active means inhibition above about 28%
PREPL inhibitor = PREPL enzyme inhibitors, primary screen, biochemical, fluorescence polarization. Prolyl endopeptidase-like (Homo sapiens), Q4J6C6. hit rate 0.68% among 320,000. AID 2751, 2010. inhibition, % at 5.96 µM. recombinant PREPL, fluorescence polarization activity-based probe; in the data active means inhibition above about 43%;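 further: 0% = enzyme with DMSO and 100% = wells lacking enzyme; many of its hits are not listed in these tables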
PAFAH1B3 inh = PAFAH1B3 enzyme inhibitors, primary screen, biochemical, fluorescence polarization, human. inhibition, % at 3.39 µM. Platelet-activating factor acetylhydrolase IB subunit alpha1 (Homo sapiens), Q15102. hit rate 0.28% among 340,000. AID 492972, 2010. recombinant PAFAH1B3, FP-rhodamine probe;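 active means inhibition above the screen-wide average of all tested compounds plus 3 SD, cut at about 25% in these data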;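 further: 0% = enzyme with DMSO only and 100% = wells lacking PAFAH1B3 protein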
ZTA counter = ZTA (EBV) inhibition in EBNA-1 counter-screen. P03206. ZTA-DNA binding, fluorescence polarization. inhibition, % at 11 µM. hit rate 0.15% among 320,000. AID 2234; in the data active means inhibition above about 33%
Target sequence (P03206 whole entry, looked up): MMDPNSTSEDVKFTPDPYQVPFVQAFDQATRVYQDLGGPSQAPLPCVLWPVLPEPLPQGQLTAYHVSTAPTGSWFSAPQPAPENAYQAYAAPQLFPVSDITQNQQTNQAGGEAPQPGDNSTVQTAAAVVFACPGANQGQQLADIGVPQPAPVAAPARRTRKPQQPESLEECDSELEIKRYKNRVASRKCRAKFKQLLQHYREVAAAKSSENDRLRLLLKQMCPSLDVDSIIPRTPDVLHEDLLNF
PAD4 FP inh = human PAD4 inhibitors, primary screen, biochemical, fluorescence polarization, 1536-well format | Protein-arginine deiminase type-4 (Homo sapiens), Q9UM07 | recombinant PAD4, RCA probe fluorescence polarization | inhibition, % at 6.36 µM | hit rate 0.41% among 330,000;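 active means percent inhibition above a cutoff equal to the mean of all tested compounds plus 3 SD, cut at about 15% in these data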;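 further: 0% = PAD4 with RCA probe and DMSO and 100% = probe without PAD4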
Target sequence (Q9UM07 whole entry, looked up): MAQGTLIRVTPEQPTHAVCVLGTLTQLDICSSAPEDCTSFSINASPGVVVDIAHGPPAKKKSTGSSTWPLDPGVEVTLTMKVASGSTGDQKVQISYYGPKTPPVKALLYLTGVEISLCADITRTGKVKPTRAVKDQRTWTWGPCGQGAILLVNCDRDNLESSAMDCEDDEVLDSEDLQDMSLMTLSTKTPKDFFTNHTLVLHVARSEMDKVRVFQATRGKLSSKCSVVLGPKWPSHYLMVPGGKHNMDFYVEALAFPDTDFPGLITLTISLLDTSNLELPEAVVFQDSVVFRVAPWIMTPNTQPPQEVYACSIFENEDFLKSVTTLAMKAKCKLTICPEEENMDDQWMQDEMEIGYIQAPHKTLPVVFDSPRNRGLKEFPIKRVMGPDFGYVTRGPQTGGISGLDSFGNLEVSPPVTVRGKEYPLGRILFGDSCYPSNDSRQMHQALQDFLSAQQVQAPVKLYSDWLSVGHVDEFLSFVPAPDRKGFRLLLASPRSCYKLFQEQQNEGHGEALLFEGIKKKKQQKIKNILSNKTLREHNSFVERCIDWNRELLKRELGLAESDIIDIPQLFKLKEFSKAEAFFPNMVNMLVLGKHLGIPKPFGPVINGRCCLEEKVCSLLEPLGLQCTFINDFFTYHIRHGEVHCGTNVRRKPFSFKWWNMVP
Numbers without * were called inactive; . = not tested or not shown.

SMILES	LYPLA1 inh	PAFAH2 FP inh	LYPLA2 inh	GSTO1 inh	EBNA-1 inhibitor	PREPL inhibitor	PAFAH1B3 inh	ZTA counter	PAD4 FP inh
CC(=O)c1cccc(NC(=O)COC(=O)CC2CC3CCC2C3)c1 (configuration not stated)	-4.9	74.8*	0.8	.	.	-1.1	-1.6	-10.4	1.8
CCOC(=O)C1CCN(Cc2nc3ccc([N+](=O)[O-])cc3c(=O)n2-c2ccc(OC)cc2OC)CC1	0.6	7.0	0.9	-2.3	-18.1	-1.1	4.4	6.3	-1.7
Cc1onc(-c2ccccc2)c1C(=O)Nc1nc(-c2ccccc2)cs1	-10.4	-10.4	-14.3	1.1	8.1	-16.3	3.3	3.7	-0.3
CCCCc1nc(NCCN2CCOCC2)c(C#N)c2c1COC(C)(C)C2	1.6	1.4	1.3	-2.7	2.4	5.2	4.1	-5.3	-3.3
CCN(CC)C(=O)c1ccc(CS(=O)(=O)c2ccc(Br)cc2)cc1	3.0	4.3	-0.1	1.1	5.0	-4.8	2.2	-16.6	9.3
COc1ccc(-c2cc(C(=O)N/N=C/c3ccc4c(c3)OCO4)c3ccccc3n2)c(OC)c1	-24.7	-17.5	-43.3	-7.2	-5.3	-1.9	-7.6	1.5	-8.1
COc1ccccc1CNC(=O)COC(=O)CCN=C1NS(=O)(=O)c2ccccc21	-1.3	-1.9	1.0	8.6	-7.0	-2.6	3.6	4.3	-1.4
CCCn1c(SCC(=O)N2CCc3ccccc32)nnc1-c1ccco1	-3.0	1.1	0.5	5.5	-0.1	3.6	12.1	-11.5	-0.2
O=C(O)C1CCCN1S(=O)(=O)c1cccc(S(=O)(=O)N2CCCC2C(=O)O)c1 (configuration not stated)	0.8	2.3	3.5	4.9	1.6	0.1	4.4	11.6	0.2
CCOC1=NS(=O)(=O)c2ccccc21	-6.2	-5.4	-4.5	3.0	-9.7	3.8	12.8	-3.1	-5.8
COc1ccccc1NC(=O)c1ccccc1NS(C)(=O)=O	5.1	-2.2	3.1	-6.0	-1.4	-14.3	0.6	-21.3	-0.1
O=C(NCc1ccccc1F)Nc1ccc([N+](=O)[O-])cc1	-0.4	1.4	0.1	0.8	-10.1	12.6	-2.7	6.8	-4.6
O=C(CN(CCc1ccccc1)C(=O)CNS(=O)(=O)c1ccccc1)NCc1ccco1	-2.2	4.0	1.4	7.2	1.6	-0.7	4.5	-9.1	5.5
O=C(CSc1ncn[nH]1)N1CCOCC1	0.7	4.4	-2.0	-4.2	-5.3	5.6	-2.1	-11.1	-1.7
Cc1cc(=O)[nH]c(SCc2cccc(F)c2)n1	3.5	-2.2	0.3	0.4	-18.9	16.7	-4.2	-0.1	3.2
Cc1ccccc1OC(C)C(=O)N1CCC(Cc2ccccc2)CC1 (configuration not stated)	1.9	-4.1	4.8	6.4	-1.9	3.9	6.0	-24.7	2.8
NS(=O)(=O)c1ccc(NC(=O)COC(=O)c2cnc(Cl)c(Cl)c2)cc1	-2.0	5.8	-0.1	-14.2	-21.6	-1.4	12.0	-6.3	-3.4
COc1cccc(OC)c1C(=O)Nc1ccc([N+](=O)[O-])cn1	-2.1	-0.6	-2.3	-4.2	-2.3	3.5	7.3	-2.1	-5.2
COc1ccccc1NC(=O)Nc1nc(CC(=O)Nc2cc(F)ccc2F)cs1	-23.3	-15.7	-16.6	-23.2	5.3	-1.6	3.1	9.4	-7.7
Cc1nn(-c2ccccc2)c(N)c1C(c1ccc(C(C)C)cc1)c1c(C)nn(-c2ccccc2)c1N	-2.4	1.2	2.9	4.0	6.3	3.5	3.4	-4.8	-2.9
CCOc1ccc(N2C(=O)Nc3ccc(Br)cc3C2(O)C(=O)NCCN(C)C)cc1 (configuration not stated)	-1.3	-0.7	-5.2	5.4	-9.2	-6.1	15.9	2.2	-2.8
CC(=O)CC(c1ccc([N+](=O)[O-])cc1)c1c(O)c2ccccc2oc1=O (configuration not stated)	-0.9	0.2	-3.9	2.8	-7.0	11.0	0.2	-3.8	-1.6
COc1cc(-c2nc(S(=O)(=O)c3ccc(Cl)cc3)c(N(C)C)o2)cc(OC)c1OC	1.1	0.8	-1.3	-5.7	5.4	1.6	7.5	9.4	-4.4
CCCCCCCCn1c(=O)c(C(=O)OCC)c(O)c2ccccc21	1.7	2.0	-4.9	2.0	-12.6	8.2	9.1	-6.2	-3.9
Cc1cc2oc(=O)cc(CN(C)Cc3cccc(F)c3)c2cc1Cl	2.9	-4.2	1.1	-1.3	1.5	5.2	6.1	4.4	1.9
COc1ccc(C(=O)/C=C/c2cccnc2)c(OC)c1	2.4	6.0	7.3	-18.9	-1.5	-1.3	0.5	14.2	-1.8
O=C(CSc1nc2ncc(Cl)cc2[nH]1)Nc1ccccc1-c1ccccc1	3.4	-3.5	2.8	-15.8	-7.5	-49.9	6.2	3.5	-0.7
Cc1ccc(S(=O)(=O)N2CCN(C3CC(=O)N(CCc4ccccc4)C3=O)CC2)cc1C (configuration not stated)	-0.2	8.2	-1.1	-2.9	-7.1	-3.1	-2.5	-7.8	-2.5
O=C(CC1Oc2ccccc2NC1=O)NC1CCCC1 (configuration not stated)	2.4	0.3	-6.6	2.5	13.7	1.7	3.4	2.7	2.0
CS(=O)(=O)c1nc(-c2ccccc2)c(-c2ccccc2)[nH]1	-0.3	-4.0	-1.7	-8.7	-4.6	2.1	2.4	2.6	-2.0
COc1ccc(/C=C/C(=O)OCC(=O)NCCc2ccccc2)c(OC)c1	.	75.9*	.	.	.	9.3	5.1	.	-3.1
COC(=O)c1oc2c(c1C)C(=O)CC(C)(C)C2	5.1	1.1	-1.8	0.8	-5.7	0.9	6.4	-3.9	-6.6
O=S(=O)(/C=C/c1ccccc1)NC1CCCCCC1	3.2	.	-3.7	-10.6	-9.3	-8.5	.	-2.8	-3.3
CCOc1ccc(CCNC(=O)c2ccc3nc(N4CCOCC4)sc3c2)cc1OCC	1.3	-6.4	0.2	-5.1	-20.0	-7.8	-5.1	-9.3	-1.6
O=C(CCNS(=O)(=O)c1cccs1)N1CCN(c2cccc(Cl)c2)CC1	-1.2	6.4	9.4	5.1	3.5	-3.4	6.2	13.2	0.4
NS(=O)(=O)c1ccc(NC(=O)CN2CCCC2)cc1	-0.3	1.0	-2.2	1.9	7.4	14.8	8.6	4.3	-4.4
CCN(c1ccccc1)S(=O)(=O)c1ccc(Cl)c(C(=O)O)c1	0.1	6.8	5.5	1.4	-1.6	-0.7	0.0	10.6	8.4
COc1ccc([N+](=O)[O-])cc1/C=N/NC(=O)c1nonc1N	-1.9	2.8	-3.1	-3.7	2.0	0.2	14.8	-4.3	1.2
O=C(OCc1ccccc1)c1cn(-c2ccccc2)nc1-c1ccncc1	-4.3	4.2	-1.1	-1.0	0.0	-2.7	1.7	-10.9	-3.4
Cc1cccc(Nc2sc(C(=O)c3cc4cc(Cl)ccc4o3)c(N)c2C#N)c1	-6.1	6.0	-3.9	-5.7	-8.2	5.9	4.7	-9.6	-0.5
Clc1ccc2[nH]c3c(c2c1)CNCC3	1.0	-5.7	-0.6	-0.8	3.8	-3.8	7.7	6.1	-1.8
COc1ccc(C(=O)ON=C2CCN(C)CC2)cc1	0.6	75.2*	4.3	3.6	2.2	0.0	0.6	9.8	0.4
CN(C)CCNC(=O)C1(O)c2cc(Br)ccc2NC(=O)N1c1ccc(Cl)cc1 (configuration not stated)	1.9	-0.8	2.0	-1.9	8.2	-17.7	7.6	9.1	-4.6
CCc1cccc(C)c1NC(=O)CSc1nc2ccncc2[nH]1	-1.6	-1.9	2.4	4.9	-5.6	-10.1	1.3	0.9	-1.7
Cc1ccc(NC(=O)CSc2nnc(C3CC3)n2N)cc1S(=O)(=O)N1CCOCC1	1.4	9.2	0.0	4.1	-7.0	-1.8	5.5	-6.3	-9.6
CCN(CC)CCNC(=O)c1sc2nc(-c3ccccc3)cn2c1C	-5.8	2.0	-0.9	-0.2	-1.1	-27.4	4.1	-17.5	-2.7
Cc1ccc(CSc2nc3sc(C)c(C)c3c(=O)n2Cc2ccco2)cc1	-4.9	-7.5	-1.8	1.9	4.3	0.3	-1.9	-15.2	3.4
CC(=O)C1C(=O)CC(C)(O)C(C(C)=O)C1c1ccc(N(C)C)cc1 (configuration not stated)	-1.7	-2.0	1.4	7.9	2.3	7.4	2.5	12.4	-1.8
Cc1ccc(N)c(C(=O)CCCCC(=O)O)c1	0.3	-15.3	8.7	4.5	-14.8	13.3	6.2	-8.3	0.1
CC(=O)Nc1ccc(S(=O)(=O)N(CCc2ccccc2)CC(=O)N/N=C/c2ccc(C(=O)O)cc2)cc1	8.0	-0.2	4.3	-2.9	-5.8	-12.2	8.6	-14.3	-0.8
(more compounds)
SMILES	LYPLA1 inh	PAFAH2 FP inh	LYPLA2 inh	GSTO1 inh	EBNA-1 inhibitor	PREPL inhibitor	PAFAH1B3 inh	ZTA counter	PAD4 FP inh
C/C=C/Cn1c(N(C)Cc2ccccc2)nc2c1c(=O)[nH]c(=O)n2C	0.4	2.0	2.8	5.5	10.9	12.8	4.8	-7.4	1.1
CC(=O)Nc1ccc(NC(=O)c2ccc(COc3ccc4c(C)cc(=O)oc4c3)cc2)cc1	-15.0	.	-19.4	-9.9	-13.1	1.1	.	4.5	-0.8
CN1CCN(C(=O)CN(c2cccc(Cl)c2)S(=O)(=O)c2ccccc2)CC1	1.2	4.6	0.7	1.7	-6.6	7.4	4.3	24.2	-4.0
CCOc1ccc(-c2ccc(SCC(=O)Nc3nnc(C)s3)nn2)cc1	1.5	-3.5	-0.2	25.3	5.3	4.9	0.2	-3.0	1.8
CC(=O)c1c(C)[nH]c(C(=O)NCc2cccs2)c1C	-13.2	1.6	2.8	3.0	-0.8	-3.3	-6.7	9.7	-1.3
CCc1cc(C(=O)O)c(NC(=O)C(c2ccccc2)c2ccccc2)s1	-0.4	0.8	-4.4	-39.6	-8.2	-2.4	-1.1	3.1	-3.7
COc1cc(Cl)c(C)cc1NC(=O)CC1SC(N2CCOCC2)=NC1=O (configuration not stated)	-1.7	3.8	3.4	.	.	15.6	6.4	-5.7	1.9
CN(C)c1ccc(NC(=O)C(=O)C2C(=O)Nc3ccccc32)cc1 (configuration not stated)	-1.6	-7.3	-2.2	7.8	-7.7	5.1	4.3	-23.0	-1.5
NC(=O)C1CCN(c2nc(-c3cc4ccccc4o3)cs2)CC1	.	1.0	.	.	.	27.8	-1.5	.	3.8
CC(C)C(=O)Nc1cccc(C(=O)Nc2nnc(C(C)C)s2)c1	6.7	3.5	3.0	8.6	3.1	17.2	3.0	2.4	4.0
CCN(CC)C(=O)/C(NC(=O)c1ccccc1)=C(/Sc1ncccn1)c1ccccc1	4.2	5.8	10.9	4.8	0.6	3.6	-2.1	3.2	0.3
CCO[C@@H]1OC(C(=O)N2CCN(Cc3ccccc3)CC2)=C[C@H](c2ccc(C(F)(F)F)cc2)[C@H]1CCCO	-4.1	3.2	-4.7	8.9	-5.7	7.7	-3.4	1.1	-1.9

Source: PubChem BioAssay

Not all compounds are listed. The share of hits here may be higher or lower than overall.
